# K1F lysis inhibition = protection from phage-mediated lysis, alamar blue read-out – E. coli UTI89, K1F phage, bacterial capsule biogenesis inhibitors (AID 488966) | inhibition, % at 100 µM; hits with a dose series show IC50 in µM | hit rate 0.02% among 340,000 | E. coli UTI89 K1F phage lysis, alamar blue, 2 h; higher % means a stronger effect;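 active means phage lysis inhibition, versus mean bacterial control, above a set limit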;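 further: capsule biogenesis inhibitors block K1F phage lysis so surviving cells raise fluorescence; higher fluorescence means more inhibition of phage lysis; actives were called in the ten point dose series up to 300 µM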
# GPR35 antagonists = GPR35 antagonists blocking zaprinast-driven arrestin recruitment, primary screen, imaging, U2OS, beta-arrestin-GFP, zaprinast agonist (AID 2058); one-dose inhibition, % at 10 µM; IC50 in µM for titrated hits; U2OS GPR35 beta-arrestin-GFP translocation imaging, zaprinast antagonism; higher % means a stronger effect; hit rate 0.052% among 290,000;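 active means inhibition of at least 50% with at least 30 cells and total cytoplasm GFP at most 10,000,000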
# AID2073 = disruptors of CaV2.2 binding to Mint1 – biochemical, HTRF (AID 2073). hit rate 0.19% among 290,000. one-dose inhibition, % at 20 µM; IC50 in µM for titrated hits. HTRF protein-protein interaction, Mint1-CaV2.2; higher % means a stronger effect; in the data active means inhibition mostly above about 51%, no sharp cut-off; further: some results filed as inactive read as strong as hits
# HIV peptide binding = inhibitors of HIV fusion peptide binding, primary screen, biochemical, uHTS, fluorescence dequenching (AID 1986); cell-free peptide binding, fluorescence dequenching, 30 min; higher % means a stronger effect; one-dose inhibition, % at 20 µM; IC50 in µM for titrated hits; hit rate 0.3% among 290,000; in the data active means inhibition mostly above about 52%, no sharp cut-off; inactive means mostly below about 76%; further: some results filed as inactive read as strong as hits
# NTR1 ag = NTR1-driven beta-arrestin-GFP spot formation – imaging, U2OS cells, high content, primary screen (AID 493036); activation, % at 20 µM; hit rate 0.17% among 330,000; P30989; agonist mode;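 active means activation at or above 40% of the spot to cytoplasm intensity ratio, with at least 20 cells analyzed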;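 further: 0% = DMSO without peptide and 100% = 100 nM NTR1 peptide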
# Target sequence (P30989 whole entry, looked up): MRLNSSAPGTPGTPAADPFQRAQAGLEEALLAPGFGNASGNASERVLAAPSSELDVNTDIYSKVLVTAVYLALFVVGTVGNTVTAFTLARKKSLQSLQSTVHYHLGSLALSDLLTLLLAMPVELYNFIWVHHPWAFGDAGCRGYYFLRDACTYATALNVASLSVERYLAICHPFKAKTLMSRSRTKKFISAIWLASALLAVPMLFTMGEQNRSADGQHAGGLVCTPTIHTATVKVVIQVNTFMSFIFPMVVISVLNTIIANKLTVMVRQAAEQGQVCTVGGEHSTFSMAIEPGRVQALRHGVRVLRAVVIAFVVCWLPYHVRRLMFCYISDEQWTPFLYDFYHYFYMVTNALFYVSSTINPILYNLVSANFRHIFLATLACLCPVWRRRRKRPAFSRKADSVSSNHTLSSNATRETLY
# SIAH1 antagonists = Siah-1 peptide-binding antagonists, primary screen, biochemical, fluorescence polarization, rhodamine-plectin, uHTS (AID 1817). Siah-1 / rhodamine-plectin peptide fluorescence polarization; higher % means a stronger effect. one-dose displacement, % at 20 µM; IC50 in µM for titrated hits. hit rate 0.02% among 290,000;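 active means displacement of at least 50% at 20 µM, with a fluorescence ratio check between 0.3 and a set limit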;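 further: plate controls were Siah plus tracer with DMSO for no effect and tracer alone without Siah for full effect; strong numbers were not always called active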
# GPR55 antagonists = GPR55 antagonists blocking LPI-driven arrestin recruitment, primary screen, imaging, U2OS, beta-arrestin-GFP, LPI agonist (AID 2013) | U2OS GPR55 beta-arrestin-GFP translocation imaging, LPI antagonism; higher % means a stronger effect | hit rate 0.13% among 290,000 | one-dose inhibition, % at 10 µM; IC50 in µM for titrated hits;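 active means spots per cell inhibited over 60%, with over 100 cells counted and total cytoplasm intensity under 500,000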;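 further: U2OS cells stably carrying GPR55 and arrestin-GFP stimulated by 5 µM LPI near EC80; imaged beta-arrestin-GFP aggregate spots per cell after agonist stimulation; plate controls were LPI-stimulated DMSO wells for no effect and DMSO wells without LPI for full effect; some results filed as inactive read as strong as hits; confirmed hits need IC50 under 10 µM and bright autofluorescent wells are also inconclusive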
# NS5 inhibitors = Dengue-2 NS5 methyltransferase inhibitors, primary screen, biochemical, confirmation dose response (AID 588689). hit rate 0.3% among 340,000. Dengue-2 NS5 methyltransferase capping enzyme assay, biochemical; higher % means a stronger effect. one-dose inhibition, % at 25 µM; IC50 in µM for titrated hits; in the data active means a potency from the dose series
# GPR55 beta-arrestin = GPR55 agonists via beta-arrestin recruitment, primary screen, imaging, U2OS cells, beta-arrestin-GFP redistribution (AID 1961); U2OS GPR55 beta-arrestin-GFP redistribution imaging; higher % means a stronger effect; one-dose activation, % at 10 µM; EC50 in µM for titrated hits; hit rate 0.048% among 290,000;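 active means activation above 40% with more than 50 cells counted in the well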;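 further: U2OS osteosarcoma cells stably expressing GPR55 and beta-arrestin-GFP; plate controls were DMSO negative control for no effect and LPI positive control for full effect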
# NTR1 ag cell count 20 µM = further read-out of NTR1 ag, marked with its call; cell count; measured here: cell count, cytotoxicity flag
# The depositor's hits bear a star; / = no result given; [ ] = another dose, or the depositor's remark.
# Every second line gives: K1F lysis inhibition	GPR35 antagonists	AID2073	HIV peptide binding	NTR1 ag	NTR1 ag cell count 20 µM	SIAH1 antagonists	GPR55 antagonists	NS5 inhibitors	GPR55 beta-arrestin
(1) COc1cccc(C2C(C#N)=C(N)Oc3c2oc(CO)cc3=O)c1 (stereo unspecified)
 : -0.2%	-13%	6%	12%	1.9	32	-2%	11%	-3%	0.7%
(2) COc1ccccc1C(=O)Nc1nnc(S(=O)(=O)N2CCCCC2)s1
 : 1.4%	-12%	14%	2.7%	-1.5	61	11%	-5%	-7%	-0.1%
(3) CCCN(CCC)S(=O)(=O)c1ccc(NC(=O)C2CCCO2)cc1 (stereo unspecified)
 : -0.2%	-6%	-10%	1.0%	1.4	48	0%	12%	-6%	-0.2%
(4) C/C(=N\N1CCN(c2ccccc2)CC1)c1ccncc1
 : 0.1%	7%	-2%	0.2%	1.5	58	0%	11%	1%	0.2%
(5) O=C1CCCN1CC(O)CS(=O)(=O)Cc1ccc(Cl)cc1Cl (stereo unspecified)
 : 0.3%	-5%	-4%	-1.2%	0.1	95	-2%	10%	3%	-0.1%
(6) Cc1cc(C)c(NC(=O)C2CCCN2CCC(C)C)c(C)c1 (stereo unspecified)
 : 0.3%	5%	-4%	-0.7%	-0.1	93	1%	4%	-7%	-0.4%
(7) COc1cc2c(=O)n(Cc3ccccc3)c(=O)n(CC(=O)NCCc3ccccc3)c2cc1OC
 : 0.4%	-11%	-5%	0.7%	3.0	72	-1%	-2%	-10%	0.2%
(8) CC1(C)CC(=O)C2=C(C1)N(c1ccc(F)cc1)C(=O)NC2(C(F)(F)F)C(F)(F)F
 : 1.1%	5%	2%	-1.1%	-0.9	65	-1%	-4%	-6%	0.2%
(9) CCOC(=O)N1CCN(C(=O)c2ccccc2NS(=O)(=O)c2ccc(C)cc2)CC1
 : 0.0%	-8%	-6%	-0.2%	0.4	70	-1%	6%	-9%	-0.1%
(10) CC(C)c1ccc(N(CC(=O)NC2CCCCC2)C(=O)CNC(=O)c2ccco2)cc1
 : 0.1%	-10%	9%	-0.8%	0.9	44	1%	7%	-4%	0.2%
(11) Cc1noc(C)c1C(=O)Nc1ccc(F)cc1
 : -1.3%	5%	6%	-1.5%	1.2	31	-1%	-12%	0%	0.0%
(12) COc1ccc(CN2C(=O)c3ccccc3C2C(=O)NC2CCCCCC2)c(OC)c1 (stereo unspecified)
 : 0.5%	-7%	4%	1.6%	/	/	2%	4%	-7%	-0.3%
(13) COc1ccc(OCC(=O)NC(=S)Nc2ccc(N3CCOCC3)c(Cl)c2)cc1
 : 0.3%	1%	17%	7.6%	1.9	91	10%	8%	-2%	0.6%
(14) O=C(Nc1cccc(-c2nnc(-c3ccccc3)o2)c1)C1CCCO1 (stereo unspecified)
 : 2.6%	-8%	0%	-1.5%	2.4	55	-6%	-2%	-2%	0.3%
(15) O=C(CSc1nnc(-c2cccnc2)n1-c1ccccc1)N1CCN(c2ccc(F)cc2)CC1
 : 0.8%	6%	-1%	-0.1%	-1.6	56	0%	7%	-6%	0.4%
(16) COc1ccc(NC(=O)CSc2nccn2Cc2ccc(F)cc2)c(OC)c1
 : -0.1%	12%	42%	0.7%	0.0	67	5%	-10%	-1%	-0.1%
(17) Cc1c(C(=O)OC/C(O)=C(\C#N)c2nc3ccccc3[nH]2)oc2ccccc12
 : 0.3%	-10%	13%	0.9%	1.1	53	-8%	-6%	-17%	-1.9%
(18) COc1ccc(Nc2nc(C)nc3c2oc2ccccc23)c(OC)c1
 : 0.7%[50 µM]	8%	-13%	-1.4%	3.4	101	-1%	1%	1%	-0.1%
(19) COc1ccccc1C1=NN(C(=O)c2ccccc2)C(c2ccc(Br)cc2)C1 (stereo unspecified)
 : 0.1%	-22%	18%	-0.4%	1.6	51	-2%	-7%	3%	-0.3%
(20) CCOc1ccc(-c2nc(C#N)c(NC3CC3)o2)cc1
 : 0.1%	6%	0%	-3.7%	1.3	80	2%	-7%	-6%	-0.1%
(21) C=CCn1c(SCC(=O)NC2CCCC2)nnc1-c1ccccn1
 : 0.9%[50 µM]	1%	7%	0.8%	-0.7	65	7%	28%	-3%	0.0%
(22) Cc1cc(NC(=O)CSc2nncn2N)no1
 : 0.4%	-6%	2%	0.9%	-0.8	46	11%	-5%	/	0.6%
(23) CC1(C)CC(=O)C(C=Nc2cccnc2/N=C/C2=C(O)CC(C)(C)CC2=O)=C(O)C1
 : -0.1%	-16%	13%	19%	-1.6	78	-4%	3%	15%	-0.3%
(24) Cc1nnc(NC(=O)c2ccc(C)c(S(=O)(=O)N3CCCCCC3)c2)s1
 : -0.2%	15%	5%	2.1%	0.0	88	4%	1%	-2%	0.0%
(25) Cc1ccc(C(=O)C2CCN(S(=O)(=O)c3ccccc3C(=O)O)CC2)cc1
 : 0.0%	5%	4%	0.1%	0.4	57	-2%	7%	-3%	-0.1%
(26) Cc1ccc(C(O)CSc2nnc(-c3ccc4ccccc4c3)n2C)cc1 (stereo unspecified)
 : 0.5%	-4%	1%	0.0%	1.0	51	0%	-3%	-8%	0.0%
(27) N/C(=N\OC(=O)c1ccc(Cl)c(Cl)c1)c1cccc(CSc2ccccn2)c1
 : 0.2%	-12%	6%	-0.5%	4.7	45	13%	-2%	8%	0.2%
(28) Cc1c(C2C(C#N)=C(N)N(c3cccc([N+](=O)[O-])c3)C3=C2C(=O)CCC3)cnn1C (stereo unspecified)
 : /	1%	-12%	-2.3%	1.8	78	13%	11%	/	-0.1%
(29) NNC(=O)CSc1nc(-c2ccccc2)nc2c1CCCC2
 : -1.4%	-8%	-14%	-3.6%	1.4	42	0%	3%	3%	0.5%
(30) CCN(CC)c1nc(-c2ccccc2)ncc1S(=O)(=O)c1ccc(C)cc1
 : -0.6%	5%	2%	2.3%	3.1	43	14%	11%	0%	0.1%
(31) O=[N+]([O-])/C(N=Nc1ccccc1)=N\Nc1ccccc1
 : 2.0%	-2%	3%	-0.2%	0.6	44	11%	10%	-4%	0.3%
(32) CC(C)OC(=O)CSc1nnc(-c2cnccn2)n1C
 : 0.5%	-4%	8%	0.4%	-0.9	34	0%	-16%	5%	-0.1%
(33) FC(F)(F)Oc1ccc(NC(=S)Nc2ccccc2N2CCOCC2)cc1
 : -0.1%	3%	-16%	0.1%	1.1	68	4%	3%	-8%	-0.1%
(34) CCOC(=O)C(C)Sc1nc2c([nH]c3ccccc32)c(=O)n1C (stereo unspecified)
 : 7.2%	11%	6%	-1.6%	0.2	54	-2%	-7%	-6%	0.0%
(35) CC(=O)N1CC(C)Oc2ccc(S(=O)(=O)Nc3ccc(Cl)cn3)cc21 (stereo unspecified)
 : 0.2%	5%	-10%	-0.2%	1.8	48	1%	8%	-1%	-0.1%
(36) O=C(CSc1nnnn1-c1ccccc1)N1CCN(C(=O)c2ccco2)CC1
 : -0.1%	-10%	-2%	-1.5%	-1.3	40	0%	-2%	3%	-0.2%
(37) COc1nc(N/N=C/c2ccc(C)cc2)nc(N2CCCCC2)n1
 : 0.8%[50 µM]	8%	-4%	-0.8%	9.1	61	4%	8%	-6%	0.1%
(38) COc1ccc(N2CCN(C(=O)CCc3c[nH]c4ccccc34)CC2)cc1
 : -0.3%	-6%	-8%	-0.8%	1.7	40	3%	-6%	1%	0.9%
(39) COc1ccccc1N1CCN(C2CCN(C3CCC(c4ccccc4)CC3)CC2)CC1 (stereo unspecified)
 : /	4%	0%	-1.5%	-1.3	60	2%	10%	/	0.3%
(40) C(=N\N1CCOCC1)/c1ccsc1
 : 0.7%	10%	5%	0.1%	-1.0	100	-2%	-5%	-7%	0.0%
(41) CCN(CC)CCNC(=O)c1cc2cc3ccc(OC)cc3nc2o1
 : -0.1%	8%	29%	2.3%	-2.3	77	3%	11%	3%	0.0%

# From entry 32 up to 41, as listed above:
# Every second line gives: K1F lysis inhibition	GPR35 antagonists	AID2073	HIV peptide binding	NTR1 ag	NTR1 ag cell count 20 µM	SIAH1 antagonists	GPR55 antagonists	NS5 inhibitors	GPR55 beta-arrestin
(32) CC(C)OC(=O)CSc1nnc(-c2cnccn2)n1C
 : 0.5%	-4%	8%	0.4%	-0.9	34	0%	-16%	5%	-0.1%
(33) FC(F)(F)Oc1ccc(NC(=S)Nc2ccccc2N2CCOCC2)cc1
 : -0.1%	3%	-16%	0.1%	1.1	68	4%	3%	-8%	-0.1%
(34) CCOC(=O)C(C)Sc1nc2c([nH]c3ccccc32)c(=O)n1C (stereo unspecified)
 : 7.2%	11%	6%	-1.6%	0.2	54	-2%	-7%	-6%	0.0%
(35) CC(=O)N1CC(C)Oc2ccc(S(=O)(=O)Nc3ccc(Cl)cn3)cc21 (stereo unspecified)
 : 0.2%	5%	-10%	-0.2%	1.8	48	1%	8%	-1%	-0.1%
(36) O=C(CSc1nnnn1-c1ccccc1)N1CCN(C(=O)c2ccco2)CC1
 : -0.1%	-10%	-2%	-1.5%	-1.3	40	0%	-2%	3%	-0.2%
(37) COc1nc(N/N=C/c2ccc(C)cc2)nc(N2CCCCC2)n1
 : 0.8%[50 µM]	8%	-4%	-0.8%	9.1	61	4%	8%	-6%	0.1%
(38) COc1ccc(N2CCN(C(=O)CCc3c[nH]c4ccccc34)CC2)cc1
 : -0.3%	-6%	-8%	-0.8%	1.7	40	3%	-6%	1%	0.9%
(39) COc1ccccc1N1CCN(C2CCN(C3CCC(c4ccccc4)CC3)CC2)CC1 (stereo unspecified)
 : /	4%	0%	-1.5%	-1.3	60	2%	10%	/	0.3%
(40) C(=N\N1CCOCC1)/c1ccsc1
 : 0.7%	10%	5%	0.1%	-1.0	100	-2%	-5%	-7%	0.0%
(41) CCN(CC)CCNC(=O)c1cc2cc3ccc(OC)cc3nc2o1
 : -0.1%	8%	29%	2.3%	-2.3	77	3%	11%	3%	0.0%

# High-throughput results as filed in PubChem.
